# MsrA inh = bovine MsrA enzyme inhibitors, primary screen, biochemical, absorbance, HTS | inhibition, % at 15.5 µM | purified bovine MsrA, absorbance read-out | 360,000 tested, 0.75% active | AID 651718, 2012 | Methionine sulfoxide reductase A (Bos taurus); in the data active = inhibition above about 4.5%;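 also: 0% = vehicle wells with enzyme and 100% = reference inhibitor wells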
# LMPTP inh = LMPTP phosphatase inhibitors, primary screen, biochemical, fluorescence intensity, uHTS; Low molecular weight phosphotyrosine protein phosphatase (Homo sapiens), P24666; recombinant LMPTP-A, OMFP fluorogenic substrate; inhibition, % at 20 µM; 360,000 tested, 0.22% active; AID 651560, 2012;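 active = compounds that cut the enzyme signal by at least half of the control window in the single-dose screen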;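 also: plate controls were DMSO wells with enzyme plus substrate for no effect and substrate without enzyme for full effect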
#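 Test system – LMPTP-A enzyme · Amount – LMPTP-A at 0.625 nM final in the reaction · Buffer or medium – Bis-Tris pH 6.0, DTT, detergent · Reagent – OMFP 400 µM · Doses – single 20 µM dose · Schedule – reaction 50 min, room temperature, dark · Detection – fluorescence intensity of OMFP turnover product · Evaluation – percent inhibition versus substrate-only and uninhibited controls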
# MsrA act = bovine MsrA enzyme activators, primary screen, biochemical, absorbance, HTS. Methionine sulfoxide reductase A (Bos taurus). purified bovine MsrA, absorbance read-out. activation, % at 10.6 µM. 360,000 tested, 0.3% active. AID 602163, 2012; in the data active = activation above about 7.5%;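 also: 0% = vehicle and 100% = reference activator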
# NRP1-CendR mod = modulators of CendR peptide binding to NRP-1, primary screen, biochemical, fluorescence polarization, uHTS | FAM-RPARPAR peptide binding to NRP-1 | inhibition, % at 25 µM | 360,000 tested, 0.85% active | AID 602438, 2012;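 active = inhibition or corrected inhibition above about 18%, plus a signal ratio from 0.5 to 1.5, limit read from the data, passing the limit was not always enough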; also: strong numbers were not always called active
# SUMO1-SIM PPI = modulators of SUMO1 protein-protein interactions, primary screen, biochemical, uHTS; Small ubiquitin-related modifier 1 (Homo sapiens), P63165; SUMO1 binding to a labelled peptide, TR-FRET, 1 h; inhibition, % at 20 µM; 360,000 tested, 0.33% active; AID 602429, 2012; in the data active = inhibition above about 37%
# E coli Lon inh = inhibitors of E. coli Lon protease, primary screen, biochemical, fluorescence polarization. P0A9M0. purified E. coli Lon protease. inhibition, % at 7.94 µM. 360,000 tested, 0.42% active; in the data active = inhibition above about 13%, passing the limit was not always enough;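 also: 0% = enzyme with probe and DMSO and 100% = no enzyme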
# STEP inh = STEP phosphatase inhibitors, primary screen, biochemical, fluorescence intensity, uHTS | Tyrosine-protein phosphatase non-receptor type 5 (Homo sapiens), P54829 | recombinant STEP, OMFP fluorogenic substrate | inhibition, % at 20 µM | 360,000 tested, 0.25% active | AID 588621, 2011;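 active = inhibition at 20 µM, scaled per plate between control wells, above about 37%, limit read from the data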;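 also: 0% = DMSO with enzyme and substrate and 100% = substrate only without enzyme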
#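 System: STEP phosphatase, cell-free reaction; Buffer or medium: Bis-Tris pH 6.0 buffer with DTT, detergent; Incubation: 20 min at room temperature, dark; Measured by: fluorescence, 480/540 nm.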
# DNMT1 block = human DNMT1 methyltransferase inhibitors, primary screen, biochemical, molecular beacon, fluorescence, HinP1I cleavage, uHTS; 360,000 tested, 0.83% active; inhibition (reported as % activation of signal), % at 10 µM; DNA (cytosine-5)-methyltransferase 1 (Homo sapiens), P26358; in the data active = inhibition above about 50%
# Target sequence (P26358 504-1616 limits assumed): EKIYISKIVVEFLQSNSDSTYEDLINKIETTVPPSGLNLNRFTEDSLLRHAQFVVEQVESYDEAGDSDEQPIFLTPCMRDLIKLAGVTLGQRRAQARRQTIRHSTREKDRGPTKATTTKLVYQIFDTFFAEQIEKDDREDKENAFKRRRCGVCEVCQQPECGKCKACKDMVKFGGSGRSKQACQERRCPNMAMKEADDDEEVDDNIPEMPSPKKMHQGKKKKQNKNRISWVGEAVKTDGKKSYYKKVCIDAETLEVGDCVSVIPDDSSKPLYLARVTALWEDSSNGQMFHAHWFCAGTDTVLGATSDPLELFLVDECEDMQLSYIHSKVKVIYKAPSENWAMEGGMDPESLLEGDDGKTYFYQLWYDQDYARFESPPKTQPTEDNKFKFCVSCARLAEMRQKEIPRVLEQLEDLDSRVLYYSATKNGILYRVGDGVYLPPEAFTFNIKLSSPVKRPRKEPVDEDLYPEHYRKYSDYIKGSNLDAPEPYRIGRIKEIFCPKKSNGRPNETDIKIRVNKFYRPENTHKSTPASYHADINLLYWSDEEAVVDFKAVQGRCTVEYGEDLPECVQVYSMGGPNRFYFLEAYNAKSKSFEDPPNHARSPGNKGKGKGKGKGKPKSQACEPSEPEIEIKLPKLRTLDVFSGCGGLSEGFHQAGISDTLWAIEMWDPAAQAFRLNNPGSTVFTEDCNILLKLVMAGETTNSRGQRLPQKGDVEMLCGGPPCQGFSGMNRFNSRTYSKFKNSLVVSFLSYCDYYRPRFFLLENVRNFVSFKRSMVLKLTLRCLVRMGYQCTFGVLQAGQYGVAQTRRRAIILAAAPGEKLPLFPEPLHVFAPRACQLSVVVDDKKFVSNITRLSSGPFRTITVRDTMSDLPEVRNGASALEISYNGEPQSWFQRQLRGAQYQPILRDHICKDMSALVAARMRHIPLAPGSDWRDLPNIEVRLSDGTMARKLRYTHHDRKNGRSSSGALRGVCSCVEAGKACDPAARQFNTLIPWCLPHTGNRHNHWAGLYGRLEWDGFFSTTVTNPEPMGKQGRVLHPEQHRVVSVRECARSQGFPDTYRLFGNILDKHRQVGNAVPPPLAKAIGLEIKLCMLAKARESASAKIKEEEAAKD
# Scp-1 inhibitor = Scp-1 phosphatase inhibitors, primary screen, biochemical, colorimetric, uHTS; Recombinant Scp1, phosphopeptide, malachite green phosphate absorbance; 340,000 tested, 0.88% active; Carboxy-terminal domain RNA polymerase II polypeptide A small phosphatase 1 (Homo …; inhibition, % at 20 µM;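 active = inhibition above about 50% at 20 µM, limit read from the data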;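 also: plate controls were DMSO wells with enzyme for no effect and wells lacking enzyme for full effect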
#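 Test system: SCP-1 catalytic domain; Buffer or medium: Acidic Tris acetate buffer with magnesium and detergent; Also added: Phosphorylated 17-residue peptide substrate; Compound: single 20 µM dose, 1% DMSO; Schedule: enzyme reaction 45 min at room temperature, colour 5 min, stabilisation 30 min; Signal: Phosphate-binding colour reagent, absorbance read at 630 nm.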
# Tb MetRS inh = T. brucei MetRS inhibitors, primary screen, biochemical, luminescence; purified T. brucei MetRS, ATP depletion, Kinase-Glo luminescence; 360,000 tested, 0.4% active; AID 624268, 2012; inhibition, % at 11.9 µM;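 active = inhibition above a per-plate cutoff of the control wells' mean inhibition plus 3 SD, cut at about 5.5% in these data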;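 also: 0% = DMSO wells median and 100% = median of wells with control inhibitor compound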
#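 Material – parasite MetRS enzyme · Medium – HEPES-MgCl2-KCl buffer plus DTT, spermine, BSA, pyrophosphatase · Reagent – ATP, methionine and E. coli bulk tRNA substrates · Times – 15 min enzyme-compound preincubation, 2 h reaction, 10 min detection, 25 °C · Measured by – luminescence of leftover ATP · Evaluation – percent inhibition relative to median high and low control wells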
# * = called active by the depositor; / = not tested or not shown.
1. CCC(=O)OCc1c(C(F)(F)F)nn(C)c1Sc1ccc(F)cc1
2. CC(=O)Nc1ccc(S(=O)(=O)N2CCN(C(=O)N3CCCCC3)CC2)cc1
3. O=C(NCCCN1CCOCC1)c1cc2c(s1)CCCC2
4. O=S(=O)(c1ccc(SCc2ccccc2)nc1)N1CCCCC1
5. C=CCNC(=S)/C(=C(/[O-])c1ccc([N+](=O)[O-])cc1)[n+]1ccccc1
6. Cc1ccc(CNC(=O)CSc2nc(=O)n3ccc(C)cc3n2)cc1
7. CCc1ccc(OCC(O)CN2CCC(CN3C(=O)c4cccc5cccc(c45)C3=O)CC2)cc1 (stereo not drawn)
8. O=C(c1cc(-c2ccc(F)cc2)on1)N1CCOCC1
9. COc1ccc(NC(=O)C/C(C)=N/NC(=O)c2cnccn2)cc1
10. COc1ccc(NC(=O)CCc2ccc(OC)c(OC)c2)cn1
Compound,1,2,3,4,5,6,7,8,9,10
MsrA inh,2.7,-0.1,-0.2,-0.1,0.1,2.6,1.1,0.5,1.1,0.8
LMPTP inh,0.5,1.0,-4.8,1.1,2.1,4.0,8.8,-1.1,-0.3,0.3
MsrA act,0,-2,2,-4,-2,-9,-2,-2,-2,1
NRP1-CendR mod,9,-8,-9,-6,-14,-27,-6,14,-3,17
SUMO1-SIM PPI,4,3,-4,5,-21,7,-12,-1,-2,6
E coli Lon inh,-3,1,-5,4,-6,-25,-10,-8,-6,8
STEP inh,-1,2,1,4,1,-5,4,-2,3,-3
DNMT1 block,0,2,-5,-1,-3,8,-5,-1,2,-8
Scp-1 inhibitor,-25,-4,6,-8,1,/,6,-3,-9,-6
Tb MetRS inh,-0.6,2.2,-0.6,-0.5,-0.3,-0.5,1.3,-0.3,-0.4,0.0

11. CCOC(=O)c1ccc(N2CCN(c3cc(C)ccc3C)CC2)c(N)c1
12. Cc1nc2c(cc1C(=O)N/N=C/c1ccc(O)c(O)c1)c(=O)n(C)c(=O)n2C
13. O=C(O)c1ccccc1N(c1ccccc1)c1ccccc1
14. CN(Cc1ccc(F)cc1)C(=O)c1cc(S(=O)(=O)N2CCCCC2)ccc1N1CCOCC1
15. O=[N+]([O-])c1ccc(F)cc1OCc1nc(-c2cccs2)no1
16. C[C@@H]1CN([C@@H](C)CO)C(=O)c2cc(Br)cnc2O[C@H]1CN(C)C(=O)CN1CCOCC1
17. CCOC(=O)C1=C(C)OC(N)=C(C#N)C1c1cc(SCC)oc1C (stereo not drawn)
18. COC(=O)CSc1nc2[nH]ncc2c(=O)[nH]1
19. CN(CC(=O)Nc1ccccc1Cl)C1CCCCC1
20. CCCS(=O)(=O)c1nc(S(=O)(=O)c2ccc(C)cc2)c(NCCN2CCOCC2)s1
Compound,11,12,13,14,15,16,17,18,19,20
MsrA inh,0.8,3.7,-0.5,0.7,1.5,-0.8,-0.6,0.6,-0.3,1.2
LMPTP inh,2.7,1.0,0.5,-0.1,0.3,-0.8,1.3,-1.0,-0.3,-2.7
MsrA act,0,-9,-1,-1,0,-1,-4,-3,-4,0
NRP1-CendR mod,-4,-9,2,14,7,0,0,9,-3,22
SUMO1-SIM PPI,-8,15,-2,-5,-20,-4,1,-1,4,-4
E coli Lon inh,-8,-2,-6,-8,-7,2,0,-4,13,-2
STEP inh,1,1,1,1,4,-2,-3,0,-1,0
DNMT1 block,-5,2,-1,1,2,7,-1,1,2,-3
Scp-1 inhibitor,-6,4,10,1,-2,/,4,-9,-7,-6
Tb MetRS inh,-0.7,-0.6,-0.3,-0.4,-0.2,0.9,-0.8,-0.4,-0.1,-0.8

# In the list so far, 7 have a carbonyl joined to an NH by a bond outside any ring.
2. CC(=O)Nc1ccc(S(=O)(=O)N2CCN(C(=O)N3CCCCC3)CC2)cc1
3. O=C(NCCCN1CCOCC1)c1cc2c(s1)CCCC2
6. Cc1ccc(CNC(=O)CSc2nc(=O)n3ccc(C)cc3n2)cc1
9. COc1ccc(NC(=O)C/C(C)=N/NC(=O)c2cnccn2)cc1
10. COc1ccc(NC(=O)CCc2ccc(OC)c(OC)c2)cn1
12. Cc1nc2c(cc1C(=O)N/N=C/c1ccc(O)c(O)c1)c(=O)n(C)c(=O)n2C
19. CN(CC(=O)Nc1ccccc1Cl)C1CCCCC1
Compound,2,3,6,9,10,12,19
MsrA inh,-0.1,-0.2,2.6,1.1,0.8,3.7,-0.3
LMPTP inh,1.0,-4.8,4.0,-0.3,0.3,1.0,-0.3
MsrA act,-2,2,-9,-2,1,-9,-4
NRP1-CendR mod,-8,-9,-27,-3,17,-9,-3
SUMO1-SIM PPI,3,-4,7,-2,6,15,4
E coli Lon inh,1,-5,-25,-6,8,-2,13
STEP inh,2,1,-5,3,-3,1,-1
DNMT1 block,2,-5,8,2,-8,2,2
Scp-1 inhibitor,-4,6,/,-9,-6,4,-7
Tb MetRS inh,2.2,-0.6,-0.5,-0.4,0.0,-0.6,-0.1

# (cont.)
21. O=C(CC(C(=O)O)c1cccc(Cl)c1Cl)c1ccccc1 (stereo not drawn)
22. CCOC(=O)c1nnsc1Nc1ccc(C)c(C)c1
23. CCc1cccc(C)c1NC(=O)CN1C(=O)c2ccccc2S1(=O)=O
24. O=C(CCc1ccccc1)Nc1ccc(S(=O)(=O)N2CCOCC2)cc1
25. c1ccc(CSc2ncnc3sccc23)cc1
26. COc1ccc(/C=C(/NC(=O)c2ccccc2)C(=O)N2CCCCC2)cc1OC
27. O=C(CNC(=O)c1ccccc1F)N/N=C/c1ccco1
28. CC1ON=C(c2ccccn2)N(Cc2ccc3c(c2)OCO3)C1=O (stereo not drawn)
29. Cc1ccc(C(C(=O)NC2CCCC2)N(C(=O)c2csnn2)C2CCCC2)o1 (stereo not drawn)
30. CN1/C(=C/C(=O)c2nc(S(C)(=O)=O)ncc2Cl)C(C)(C)c2ccccc21
Compound,21,22,23,24,25,26,27,28,29,30
MsrA inh,2.3,8.2*,-0.7,0.2,-0.4,1.1,0.3,-1.5,-0.1,/
LMPTP inh,0.7,2.0,-1.9,0.3,1.3,-1.8,-0.1,-1.7,-0.1,0.9
MsrA act,-2,0,-3,-3,-1,-5,-9,-2,-1,-3
NRP1-CendR mod,8,10,-8,5,7,28*,3,5,4,-24
SUMO1-SIM PPI,3,5,3,1,1,-3,-17,4,1,-12
E coli Lon inh,2,5,2,-2,3,4,4,-2,5,2
STEP inh,2,1,-2,5,4,2,-2,5,-2,1
DNMT1 block,0,-3,1,-1,-1,4,3,1,0,1
Scp-1 inhibitor,-19,-10,-6,-2,-6,5,9,/,1,-11
Tb MetRS inh,-1.1,2.4,-0.5,0.1,0.0,-0.3,-0.5,0.0,-1.0,-0.1

# The closing two compounds of the section above open the next one:
29. Cc1ccc(C(C(=O)NC2CCCC2)N(C(=O)c2csnn2)C2CCCC2)o1 (stereo not drawn)
30. CN1/C(=C/C(=O)c2nc(S(C)(=O)=O)ncc2Cl)C(C)(C)c2ccccc21
31. CC(=NNC1=NCCN1)c1cnn(C2=NCCN2)c1C
32. O=C(CC1C(=O)NCCN1CC(c1ccccc1)c1ccccc1)NCCc1cn[nH]c1 (stereo not drawn)
33. OCC[C@@H]1C[C@@H](O)[C@H](O)[C@@]2(CCc3ccccc3CO2)O1
34. COc1ccccc1CNC(=O)C1Cc2ccccc2C(=O)O1 (stereo not drawn)
35. O=C(NCCc1csc(-c2ccccc2)n1)c1cccs1
36. COc1cc(/C=C2\N=C(C)OC2=O)cc(Cl)c1OC(C)=O
37. CCOC(=O)C1CCCC(NS(=O)(=O)c2ccc(NC(C)=O)cc2)C1 (stereo not drawn)
38. CCN(C[C@H]1N[C@@](CC)(C(=O)OC)[C@H]2C(=O)N(Cc3ccccc3)C(=O)[C@@H]12)C(=O)C1CCCCC1
39. O=C(NN=Cc1ccc2c(c1)CCN2)c1cccs1
40. O=C(c1cccc(S(=O)(=O)N2CCOCC2)c1)N1CCC(Cc2ccccc2)CC1
41. CCOc1cc(C)ccc1OCc1nnc(SCC(=O)Nc2cccc(C(=O)O)c2)n1-c1ccccc1
42. COc1ccc2cnn(-c3ccccc3C)c(=O)c2c1OC
43. CCc1ccc([C@@H]2CC=C(C(=O)O)[C@H](c3ccc(C(C)(C)C)cc3)N2S(=O)(=O)c2ccc(C)cc2)cc1
Compound,29,30,31,32,33,34,35,36,37,38,39,40,41,42,43
MsrA inh,-0.1,/,-0.4,1.0,-1.5,-1.0,0.9,0.1,0.0,-0.5,3.0,0.5,0.2,1.4,0.1
LMPTP inh,-0.1,0.9,-8.7,0.1,-0.7,-3.2,-0.1,-2.0,-0.5,-0.9,0.8,0.2,-0.8,0.0,4.7
MsrA act,-1,-3,-3,-8,-4,-3,-11,-2,-3,-5,-3,-8,-1,-10,0
NRP1-CendR mod,4,-24,4,5,4,-8,-8,-27,-4,-1,4,7,14,-4,-87
SUMO1-SIM PPI,1,-12,6,0,0,-1,-3,8,2,1,-5,3,6,0,21
E coli Lon inh,5,2,0,5,-14,-2,-2,-2,7,0,3,0,7,3,2
STEP inh,-2,1,3,-1,-3,-1,-7,-1,-1,-3,1,0,0,0,-3
DNMT1 block,0,1,-3,-4,9,2,4,-2,0,2,-3,5,0,-1,45
Scp-1 inhibitor,1,-11,/,-7,-3,-3,6,-10,-2,-11,/,-1,-2,-2,-17
Tb MetRS inh,-1.0,-0.1,0.1,0.7,-0.1,0.5,-0.7,0.1,-0.2,-0.4,-0.1,-0.6,0.0,-0.8,1.4

# Screens deposited in PubChem by several laboratories.
